Bioassay records deposited in PubChem by several laboratories.
WT yeast gro inh: growth inhibition of WT yeast, mitochondrial fusion screen; mitochondrial fusion phenotypic screen, WT strain; inhibition, % at 10 µM; 190,000 tested, 2.1% active; AID 1362; in the data active = inhibition above about 58%; tested in S. cerevisiae
HEK293 NOD2/NF-kB: inhibition of NOD2-driven NF-kB reporter – cell-based, luminescence, uHTS, HEK293 (AID 1566); HEK293 NOD2/NF-kB luciferase reporter, luminescence; higher % means a stronger effect; inhibition, % at 4 µM, or EC50 in µM where a hit was titrated; 290,000 tested, 0.63% active; in the data active = inhibition above about 50%; note: many of its hits are not listed in these tables
Dynein transport: blocks dynein driven cargo transport along microtubules; 3617.4 mouse cells, GR-EGFP nuclear translocation imaging; test concentration mostly 20 µM; stimulated with dexamethasone, 1 µM; active compounds read low; z-score, hits read low; 220,000 tested, 0.47% active; AID 1381;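 active = plate z-score of nuclear minus cytoplasmic receptor signal below a set negative limit, without overly bright fluorescence or cell loss, cut at about -3.5 in these data, passing the limit was not always enough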;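 note: z-score of nuclear minus cytoplasmic ring GR-EGFP intensity difference per well; some compounds called inactive have numbers as strong as hits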
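medium = tetracycline-free induction medium containing charcoal-stripped FBS | also added = 1.0 µM final dexamethasone stimulus | schedule = 48 h induction, 1 h compound, 30 min dex at 37 °C | technique = fixed, Hoechst-stained cells imaged at 10x for EGFP | measure = GR-EGFP nuclear translocation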
MT stabilize HCS: stabilizes microtubules in HeLa cells. HeLa tubulin immunostaining HCS, 24 h; share of cells brighter than vehicle mean+2SD. % tubulin-high responders, % at 10 µM. 200,000 tested, 0.83% active. AID 2205;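 active = plate Z-score above 3 for both tubulin-high and condensed-nucleus cell shares, with cell loss under 80%, at 10 µM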;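 note: anti alpha tubulin signal scored within the nucleus-defined area of each cell; some results filed as inactive read as strong as hits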
Lipid droplet: modulators of hepatic lipid droplet formation; AML12 mouse hepatocytes, oleate lipid droplets, BODIPY imaging; inhibition, % at 6.5 µM; 240,000 tested, 0.4% active; AID 1656;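 active = lipid droplet intensity inhibited by at least 50%, with more than 500 cells counted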
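Material: mouse AML12 hepatocyte cell line, fixed after treatment; Timing: compound with oleate, overnight; Technique: high-content imaging of BODIPY-stained droplets and DAPI nuclei; Probe or stimulus: oleate, 100 µM final; Dosing: compound at 6.5 µM only.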
Autophagy HCS: autophagy modulation, high-content screen; MEF GFP-LC3 puncta imaging; test concentration mostly 10 µM; calls only at 10 µM (by protocol); 190,000 tested, 0.98% active;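 active = percentage of spot-positive cells more than 3 SD above its plate mean, without a fluorescence outlier flag or 80% toxicity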;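 note: spot-positive cell cutoff set from DMSO-treated cells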
Ins promoter up: MIN6 insulin promoter up-regulation. MIN6 insulin promoter-GFP reporter, high-content imaging; active compounds read high. z-score at 5 µM. 190,000 tested, 0.3% active. AID 1625;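 active = z-score above 3 at 5 µM with at least 500 cells counted in the well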
b-catenin transl: alters nuclear translocation of beta-catenin in HeLa cells; immunofluorescence imaging; 190,000 tested, 0.3% active; nuclear translocation activity, % at 5 µM;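 active = nuclear translocation activity above 50% at 5 µM, with a well cell count of 50 or more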;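 note: per-cell ratio of nuclear to cytoplasmic median beta-catenin stain intensity; plate controls were DMSO negative control for no effect and GSK-3 inhibitor IX positive control for full effect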
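System: HeLa cells, endogenous beta-catenin; compound dosing: 5 µM primary single dose, 0.1% DMSO, 0.02–20 µM confirmation series; incubation: 24 h compound exposure at 37°C, 5% CO2; signal: beta-catenin immunofluorescence imaging with DAPI; evaluation: % activation, nuclear-to-cytoplasmic median beta-catenin signal ratio per cell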
Yfh1-depleted yeast: enhancers of respiration in Yfh1-depleted yeast, dose response, Friedreich's ataxia, plus single-dose screen (AID 1465); S. cerevisiae Yfh1-off respiration, WST-1 reduction, 72 h; higher fold induction means a stronger effect; 220,000 tested, 0.074% active; one-dose fold induction at 50 µM; EC50 in µM for titrated hits;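 active = fold induction of absorbance versus untreated yeast above a set limit, then at least 30% activation at any dose in follow-up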;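 note: activators that raise dye reduction in frataxin-depleted yeast; strong numbers were not always called active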
WT yeast gro inh mutant strain: further read-out of WT yeast gro inh, marked with its call; inhibition, %; mitochondrial fusion phenotypic screen, mutant strain inhibition
Dynein transport cytoplasmic EGFP: second read-out of Dynein transport, no call of its own (marks repeat the call); z-score; measured here: cytoplasmic GR-EGFP intensity; active compounds read high
Dynein transport nuclear GR-EGFP: second read-out of Dynein transport, no call of its own (marks repeat the call); z-score; measured here: nuclear GR-EGFP intensity;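 lower value marks the stronger effect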
Dynein transport cell count: second read-out of Dynein transport, no call of its own (marks repeat the call); z-score; measured here: cell count per field
Ins promoter up cell count: recorded beside Ins promoter up, whose call it bears; cell count; measured here: cytotoxicity, nuclei count;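 total cells summed across four imaged fields per well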
Lipid droplet cells 6.5 µM: further read-out of Lipid droplet, marked with its call; cell count; measured here: cell count, cytotoxicity flag;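 cells counted across two imaged fields per well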
b-catenin transl cell count 5 µM: second read-out of b-catenin transl, no call of its own (marks repeat the call); cell count; measured here: cell count, cytotoxicity flag
MT stabilize HCS Hoechst-high %: recorded beside MT stabilize HCS, whose call it bears; % Hoechst-high responders; measured here: nuclear condensation Hoechst responders;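 share of cells brighter than vehicle mean plus two SD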
MT stabilize HCS cytotoxicity %: second read-out of MT stabilize HCS, no call of its own (marks repeat the call); toxicity, %; measured here: cytotoxicity by cell density;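 0% = mean cell density of plate MIN control wells and 100% = no cells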
Autophagy HCS cell loss 18 h: also measured in Autophagy HCS; calls as there; toxicity, %; measured here: cell loss, nuclei count;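 cell loss after 18 h compound exposure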
Starred values were filed as active, the others as inactive; i = inactive; x = no result given. An excerpt; rates above refer to the full screens.

SMILES | WT yeast gro inh | WT yeast gro inh mutant strain | HEK293 NOD2/NF-kB | Dynein transport | Dynein transport cytoplasmic EGFP | Dynein transport nuclear GR-EGFP | Dynein transport cell count | MT stabilize HCS | MT stabilize HCS Hoechst-high % | MT stabilize HCS cytotoxicity % | Lipid droplet | Lipid droplet cells 6.5 µM | Autophagy HCS | Autophagy HCS cell loss 18 h | Ins promoter up | Ins promoter up cell count | b-catenin transl | b-catenin transl cell count 5 µM | Yfh1-depleted yeast
O=CN1CCCN(Cc2nc(Cc3ccccc3F)no2)CC1 | -13.3 | -9.6 | -10.9% | -0.737 | -0.316 | -0.469 | 0.425 | 4.6 | 3.4 | 6.8 | 3.2 | 727 | i | -0.9 | -0.3 | 1429 | 0.3 | 1060 | i
COc1ccc(-c2cc(-c3nnc(COC(=O)CC4CC5CCC4C5)o3)c3ccccc3n2)cc1OC (stereo not drawn) | 19.1 | 9.3 | 2.7% | 0.422 | -0.152 | -0.0498 | 1.42 | 2.7 | 1.4 | 6.0 | -1.7 | 573 | i | -18.0 | -0.55 | 1500 | 0.3 | 1076 | i
C/C(=C\c1ccccc1)C(=O)Nc1ccc(S(=O)(=O)Nc2ncccn2)cc1 | -27.8 | 3.5 | 7.1% | -0.271 | -0.329 | 0.334 | -0.0588 | 3.8 | 2.6 | 6.9 | 11.0 | 735 | i | -7.3 | -0.27 | 1286 | -0.5 | 1126 | i
CCN1CCN(c2cc(C)c3cc(NC(=O)c4cccnc4Cl)ccc3n2)CC1 | 3.0 | 7.0 | 20.4% | -0.518 | -0.242 | -0.486 | 0.913 | 3.8 | 2.5 | 3.8 | -1.1 | 762 | i | -40.9 | 0.05 | 796 | x | x | i
FC(F)(F)c1cc(Cl)c2nnc(-c3cccnc3)n2c1 | -8.2 | -6.8 | 10.1% | -0.192 | 0.266 | 0.0294 | 0.377 | 1.7 | 1.3 | 0.0 | 18.6 | 718 | i | 13.3 | 0.46 | 1327 | -1.3 | 1159 | i
O=C1C2C(C(=O)N1c1ccccc1)N1CCCN1C2c1ccccc1 (stereo not drawn) | -3.1 | -5.2 | 7.6% | -0.587 | -0.226 | 0.0376 | -0.166 | 0.2 | 4.3 | 8.9 | 16.0 | 704 | i | 3.2 | -0.25 | 1237 | -0.6 | 1076 | i
COc1ccc(Cn2c(-c3ccco3)nc3oc4cc(OC)ccc4c(=O)c3c2=O)cc1 | 0.6 | -8.2 | 3.1% | -0.518 | 3.51 | 0.581 | 0.849 | 2.7 | 4.0 | 18.5 | x | x | i | 16.0 | 0.1 | 1016 | -4.5 | 1007 | i
Cc1ccc(CN(Cc2ccccc2)C(=S)NCC(=O)NCc2cccnc2)o1 | -8.8 | -2.9 | 9.2% | -0.245 | -0.0933 | -0.692 | -0.187 | 2.5 | 2.1 | 6.4 | 20.2 | 747 | i | -13.8 | -0.29 | 1197 | -3.6 | 1116 | i
O=C(Cc1ccc(F)cc1)NCCc1ccccc1 | -1.8 | 8.6 | 0.2% | 1.64 | 0.213 | 1.55 | -1.95 | 1.8 | 1.0 | 5.1 | -1.0 | 725 | i | -0.1 | -0.97 | 980 | x | x | i
Cc1ccc(NC(=O)Cn2c(O)c(N=NC(N)=O)c3ccccc32)cc1 | x | x | 3.7% | 0.165 | -0.199 | 0.524 | -0.867 | x | x | x | -48.5 | 736 | x | x | -0.37 | 1004 | 0.6 | 1372 | i
COc1cccc2c(=O)n(CC(=O)Nc3ccc(F)cc3)ccc12 | 4.4 | 5.0 | 22.3% | -0.416 | -0.262 | -0.237 | 0.591 | 5.9 | 3.5 | 7.0 | -6.7 | 635 | i | -3.2 | 0.1 | 1546 | 7.0 | 920 | i
Cc1ccc(-n2c(Cc3cccs3)nnc2SCC(=O)Nc2ccc(S(N)(=O)=O)cc2)cc1 | -5.0 | -3.2 | 16.1% | -0.204 | -0.231 | 0.357 | -0.327 | 6.0 | 2.3 | 4.9 | x | x | i | -7.2 | -0.22 | 1434 | -3.1 | 1075 | i
COc1cccc(C2CC(c3ccc(C)cc3)n3ncnc3N2)c1 (stereo not drawn) | -9.6 | -5.9 | 6.8% | 0.831 | -0.159 | 0.854 | -0.634 | 5.9 | 2.1 | 8.7 | -11.7 | 635 | x | x | 1.23 | 2124 | -1.5 | 1089 | i
CCOCCCNC(=O)N[C@@H](Cc1ccccc1)C(=O)OC | -2.5 | 8.3 | -5.3% | 0.525 | -0.0961 | 0.482 | 0.134 | 2.2 | 4.9 | 9.1 | x | x | i | 11.9 | x | x | -0.5 | 1172 | i
COc1ccc(OC)c(NC(=O)CC2SC(=Nc3ccc(F)cc3)N(CCC3=CCCCC3)C2=O)c1 (stereo not drawn) | 28.8 | 21.0 | 8.0% | 0.205 | -0.268 | 0.19 | 0.755 | 3.6 | 1.8 | 4.2 | 0.1 | 668 | i | 6.0 | -0.5 | 1188 | -0.4 | 1051 | i
Cn1c(=O)c(C(=O)COC(=O)c2cc(C(F)(F)F)nc3c(C(F)(F)F)cccc23)c(N)n(CC2CC2)c1=O | 49.9 | -1.8 | 10.8% | 0.277 | -0.242 | 0.464 | 0.601 | 8.0 | 2.4 | 14.8 | -3.3 | 724 | i | -9.9 | 0.21 | 1119 | x | x | x
NC(=O)c1ccc(N2CCCCC2)c(N2C(=O)CCC2=O)c1 | 3.9 | -3.0 | 13.8% | 0.745 | -0.193 | 0.757 | -0.618 | 4.9 | 1.6 | 1.5 | x | x | i | 4.5 | 0.49 | 1578 | -1.9 | 945 | i
COc1cccc(C(=O)N2CCN(C(=O)c3ccc(-c4ccccc4)cc3)CC2)c1OC | 11.9 | -14.0 | 20.0% | -0.688 | -0.228 | -0.00907 | -0.0232 | 3.1 | 2.0 | 8.7 | -16.0 | 617 | i | -21.0 | -0.19 | 1457 | -0.8 | 1074 | i
Cc1ccc(S(=O)(=O)NCC(=O)NC2CCCCCC2)cc1 | 0.8 | -14.3 | 13.0% | -0.806 | -0.23 | -1.04 | 0.6 | 2.2 | 2.4 | 5.4 | 13.0 | 778 | i | 2.7 | 0.04 | 1266 | -1.2 | 1110 | i
CC(=O)N1CCc2cc(S(=O)(=O)NC(C(=O)Nc3ccc4c(c3)OCCO4)C(C)C)ccc21 (stereo not drawn) | 6.4 | -5.0 | 7.4% | 0.812 | -0.21 | 0.477 | 0.372 | 2.4 | 2.0 | 1.2 | 13.2 | 793 | i | -1.1 | 0.72 | 1265 | x | x | i
CCn1nc([N+](=O)[O-])c(C(C#N)c2nc3ccccc3n2C)c(Cl)c1=O (stereo not drawn) | -16.0 | 8.2 | 31.2% | -1.74 | -0.0416 | -0.775 | -0.811 | 2.4 | 2.0 | 9.3 | -1.4 | 708 | i | -14.8 | -0.07 | 1241 | -4.7 | 537 | i
CCCOc1ccc(N2C(=O)C3ON(c4ccccc4)C(c4ccc(O)c(OC)c4)C3C2=O)cc1 (stereo not drawn) | 1.6 | -0.1 | 12.8% | 0.849 | -0.24 | 0.789 | -0.0224 | 1.5 | 1.0 | 7.9 | x | x | i | -8.3 | 0.58 | 898 | x | x | x
CCOC(=O)c1c(C)c(C(=O)NCCCN2CCCC2=O)c(C)n1CC | 9.5 | -25.9 | -2.6% | 0.23 | -0.204 | 0.224 | 0.258 | 2.4 | 1.9 | 3.4 | 8.8 | 768 | i | 2.6 | 0.75 | 1054 | x | x | i
Cc1cccc(-n2c(CCn3nc(C)c([N+](=O)[O-])c3C)n[nH]c2=S)c1 | 7.1 | 3.9 | -22.6% | -0.689 | -0.228 | -0.0365 | 0.627 | 1.6 | 1.7 | 10.0 | -14.9 | 711 | i | 4.1 | -0.21 | 985 | -1.0 | 1199 | i
CCOC(=O)c1ccc(NC(=O)c2ccc(CN3CCOCC3)cc2)cc1 | 25.9 | 13.1 | 28.3% | 0.0604 | -0.16 | 0.386 | -1.26 | 2.7 | 2.0 | 5.8 | 8.9 | 632 | i | -0.8 | -0.16 | 1754 | -1.7 | 1051 | i
COc1cccc(NC(=O)CN(C)C(=O)c2ccc3ccccc3c2)c1 | 0.1 | -6.9 | 8.1% | -1.81 | 0.371 | -0.693 | 0.94 | 1.3 | 2.5 | 6.7 | 6.6 | 781 | i | -6.4 | -0.24 | 829 | x | x | i
CCC(C)C(=O)Nc1cc(OC)c(OC)cc1C(=O)O (stereo not drawn) | 15.4 | -6.2 | 2.2% | -0.437 | -0.223 | -0.819 | 1.36 | 3.8 | 3.2 | 4.9 | -3.5 | 745 | i | -9.5 | -0.29 | 1390 | x | x | i
